Vif-A3G inh – qHTS for Inhibitors of Vif-A3G Interactions: qHTS | DNA dC->dU-editing enzyme APOBEC-3G (Homo sapiens), Q9HC16 | HeLa A3G-eYFP + Vif (tagged APOBEC3G with the HIV-1 protein that degrades it), YFP fluorescence, overnight | Potency, µM (titrated, usually from 46.1 µM), inactives show at the top dose activity, negative = active, hits mostly inhibitors | 410,000 compounds, 0.076% hits | AID 602310, 2012;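 note: potency is the fitted concentration of half-maximal effect; % is set by controls: 0 for no effect and ±100 for the full control effect; nearly all actives have a fitted effect of over 60% in size; hits raise eYFP signal because A3G escapes Vif-driven loss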
Target sequence (Q9HC16 whole entry, looked up): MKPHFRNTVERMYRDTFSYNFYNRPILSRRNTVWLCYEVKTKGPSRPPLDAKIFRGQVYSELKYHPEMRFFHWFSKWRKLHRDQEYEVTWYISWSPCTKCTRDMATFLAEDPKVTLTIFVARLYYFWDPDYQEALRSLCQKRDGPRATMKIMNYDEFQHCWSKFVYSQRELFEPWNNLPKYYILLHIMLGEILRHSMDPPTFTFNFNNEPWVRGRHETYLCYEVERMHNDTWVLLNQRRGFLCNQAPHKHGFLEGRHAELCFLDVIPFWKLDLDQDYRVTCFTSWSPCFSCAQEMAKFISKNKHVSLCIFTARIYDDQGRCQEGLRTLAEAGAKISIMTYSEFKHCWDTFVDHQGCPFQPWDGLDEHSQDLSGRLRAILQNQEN
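HeLa cells stably expressing Vif and C-terminally eYFP-tagged A3G, seeded overnight at 37 deg C, then exposed to compound by pintool overnight at 37 deg C. Rise in yellow fluorescence (Ex 488/Em 500-530, Acumen) marks blocked Vif-driven A3G degradation.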
RGS4 inhibitor – Inhibitors of Regulator of G Protein Signaling (RGS) 4: qHTS; AID 504845, 2011; Regulator of G-protein signaling 4 (Homo sapiens), P49798; Transcreener GDP fluorescence polarization, RGS4-accelerated GTP hydrolysis; 390,000 compounds, 0.039% hits; Potency, µM (top dose mostly 114 µM), without a hit: at the top dose activity change, negative = inhibition, most hits filed as inhibitors; note: potency is the fitted concentration of half-maximal effect; % is set by controls: 0 for no effect and ±100 for the full control effect; nearly all actives have a fitted effect of over 75% in size; some results filed as inactive show a strong effect at the top dose
Target sequence (P49798 whole entry, looked up): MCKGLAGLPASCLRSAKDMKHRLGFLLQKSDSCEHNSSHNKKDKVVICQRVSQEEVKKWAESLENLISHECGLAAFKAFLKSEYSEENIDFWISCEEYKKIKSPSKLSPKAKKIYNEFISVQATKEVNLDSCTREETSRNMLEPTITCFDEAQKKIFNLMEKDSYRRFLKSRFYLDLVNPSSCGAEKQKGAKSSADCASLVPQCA
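MLSMR compounds (23 nl, pin-transferred) preincubated 10 min at room temperature with a 500nM (2x) first reagent, then RGS4 at 900nM (2x) plus Transcreener GDP mix added; fluorescence polarization (620/688 nm) read before and after 90 min at 30 °C.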
IDH1 R132H inh – qHTS for Inhibitors of mutant isocitrate dehydrogenase 1 (IDH1): qHTS | AID 602179, 2012 | IDH1-R132H enzyme, NADPH consumption, diaphorase/resazurin fluorescence | Isocitrate dehydrogenase [NADP] cytoplasmic (Homo sapiens), O75874 | 390,000 compounds, 0.093% hits | Potency, µM (top dose mostly 76.6 µM), for the others: at the highest dose activity change, negative = inhibition, most hits filed as inhibitors; note: potency is the fitted concentration of half-maximal effect; % is set by controls: 0 for no effect and ±100 for the full control effect; nearly all actives have a fitted effect of over 65% in size
Target sequence (O75874 whole entry R132H, stated change not applied): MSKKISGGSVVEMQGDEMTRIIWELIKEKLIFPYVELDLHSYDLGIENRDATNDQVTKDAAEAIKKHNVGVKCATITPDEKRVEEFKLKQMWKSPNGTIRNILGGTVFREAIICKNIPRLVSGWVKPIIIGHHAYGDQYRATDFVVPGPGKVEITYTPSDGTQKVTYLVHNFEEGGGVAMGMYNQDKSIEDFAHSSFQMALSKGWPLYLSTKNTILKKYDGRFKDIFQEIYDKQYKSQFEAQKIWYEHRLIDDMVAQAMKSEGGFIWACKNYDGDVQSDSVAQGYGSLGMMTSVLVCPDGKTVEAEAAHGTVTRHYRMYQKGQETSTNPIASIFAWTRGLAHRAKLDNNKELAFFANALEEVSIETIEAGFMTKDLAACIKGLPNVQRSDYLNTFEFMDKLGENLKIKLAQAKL
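IDH1-R132H (0.5 ug/mL) preincubated 30 min with compound, then NADPH (0.016 mM) and alpha-KG (2 mM) added; 80 min at RT, pH 7.5. Remaining NADPH coupled via diaphorase/resazurin to fluorescence (540/590 nm); concentration-response curves normalized to no-enzyme control.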
LDHA block – qHTS assay for inhibitors of human lactate dehydrogenase; L-lactate dehydrogenase A chain (Homo sapiens), P00338; purified LDHA, NADH/diaphorase-resazurin fluorescence; hits give low values; activity change, % (values are at about 110 or 230 µM); 480,000 compounds, 0.15% hits; AID 1347041, 2019; in the data active = activity change below about -30%; inconclusive = mostly about -25% to -30%;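 note: plate controls were DMSO wells for no effect and wells without enzyme for full effect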
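Remaining NADH was detected by diaphorase (0.133 mg/mL) converting 37 µM resazurin to fluorescent resorufin, read at 0 and 20 minutes. The preceding 5-minute room-temperature reaction used 2 nM LDHA, 0.2 mM sodium pyruvate and 0.06 mM NADH at pH 7.4.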
GRP78 ERSR act – qHTS for Inducers of the Endoplasmic Reticulum Stress Response (ERSR) in Human Glioma: qHTS. U87-MG GRP78 promoter luciferase reporter, 16 h. Potency, µM, for inactives: at the highest dose activation, hits mostly activators. 420,000 compounds, 0.02% hits. AID 602332, 2012; note: potency is the fitted concentration of half-maximal effect; series mostly up to about 76 µM; % of control where 0% means no effect; nearly all actives have a fitted effect of over 35% in size
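Stably transfected U87-MG glioma cells carrying a GRP78-based luciferase sensor; 16 h compound incubation. Luminescence end-point read 10 min after Bright-Glo addition at room temperature.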
rTrxR1 inhibitor – qHTS Assay for Inhibitors of Mammalian Selenoprotein Thioredoxin Reductase 1 (TrxR1): qHTS | 390,000 compounds, 1% hits | Thioredoxin reductase 1, cytoplasmic (Rattus norvegicus), O89049 | recombinant rTrxR1, NADPH fluorescence consumption, selenite substrate | AID 588453, 2011 | Potency, µM (titrated, usually from 114 µM), for the others: top-dose activity change, negative = inhibition, usual class: inhibitors; note: potency is the fitted concentration of half-maximal effect; % is set by controls: 0 for no effect and ±100 for the full control effect; nearly all actives have a fitted effect of over 65% in size
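Rat TrxR1 (90 nM in the dispensed reagent) was pre-reduced with 400 uM NADPH for 5 min at room temperature, then incubated with compound for 15 min. After 400 uM selenite was added, NADPH fluorescence (Ex 340/Em 450 nm) was followed for 8 min.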
TrxR1 substrate – qHTS Assay for Substrates of Mammalian Selenoprotein Thioredoxin Reductase 1 (TrxR1): qHTS | Thioredoxin reductase 1, cytoplasmic (Rattus norvegicus), O89049 | purified TrxR1 substrate turnover, NADPH consumption readout | Potency, µM (highest dose often 114 µM), for inactives: at the highest dose activity change, negative = substrate turnover | 390,000 compounds, 0.01% hits | AID 588456, 2011; note: potency is the fitted concentration of half-maximal effect; % is set by controls: 0 for no effect and ±100 for the full control effect; nearly all actives have a fitted effect of over 50% in size
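Rat TrxR1, dispensed at 90 nM, was prereduced with 400 uM NADPH (final) for 5 min at ~22 deg C, then incubated with compound 15 min before 400 uM selenite. A first-read NADPH fluorescence drop versus no-compound background flagged substrates.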
Vif-APOBEC3F blk – qHTS for Inhibitors of Vif-A3F Interactions: qHTS; HeLa A3F-eYFP + Vif (tagged APOBEC3F with the HIV-1 protein that degrades it), YFP fluorescence increase; Potency, µM (titrated, usually from 46.1 µM), inactives show at the top dose activity, negative = active; 390,000 compounds, 0.2% hits; AID 602313, 2012; note: potency is the fitted concentration of half-maximal effect; % of control where 0% means no effect; nearly all actives have a fitted effect of over 65% in size
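Fluorescence increase (Ex 488/Em 500-530) after overnight compound treatment at 37 deg C flags inhibition of Vif-driven A3F-eYFP loss in stable HeLa A3F-eYFP/Vif cells seeded overnight beforehand.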
USP1-UAF1 inh – Inhibitors of USP1/UAF1: Primary Screen; recombinant USP1/UAF1, Ub-Rhodamine cleavage fluorescence; Potency, µM (doses to about 57.1 µM), inactives show at the highest dose activity change, negative = inhibition, actives largely listed as inhibitors; 390,000 compounds, 0.23% hits; note: potency is the fitted concentration of half-maximal effect; % is set by controls: 0 for no effect and ±100 for the full control effect; nearly all actives have a fitted effect of over 60% in size; inactives centre near -12
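High-throughput fluorogenic screen: 1nM USP1/UAF1 complex, Ub-Rho substrate 150nM final, 50mM HEPES pH 7.8 with 0.5mM EDTA, 0.1 mg/ml BSA, 1mM TCEP and 0.01% Tween-20.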
* marks the source's active call; other numbers are inactive results; ? = inconclusive; . = not tested or not shown; [ ] = remark or other dose. Unless noted, calls come from the whole dose curve; as a rule, active = well fitted curve in the direction sought with a large enough effect; inconclusive = small, poorly fitted or top-dose-only effect, or another doubt; inactive = no such curve, though single readings can be large; an effect the other way counts as inactive or inconclusive. A portion of the library; count on the stated rates, not on these rows.

entry | smiles | Vif-A3G inh | RGS4 inhibitor | IDH1 R132H inh | LDHA block | GRP78 ERSR act | rTrxR1 inhibitor | TrxR1 substrate | Vif-APOBEC3F blk | USP1-UAF1 inh
1 | C/C(=N/OC(=O)c1c(-c2ccccc2Cl)noc1C)c1cnccn1 | 8% | -3% | 10% | -1 | 1% | 13% | 9% | 19% | -19%
2 | O=C(Nc1ccc2nccnc2c1)c1cnccn1 | -5% | ? | 9% | -3 | -4% | 4% | 3% | . | -12%
3 | Cc1c(NC(=O)C(C)OC(=O)CCC2CCCC2)c(=O)n(-c2ccccc2)n1C (stereo not drawn) | 8% | 2% | 1% | -6 | -1% | 7% | 1% | -2% | -26%
4 | COc1cccc(C(=O)CC(=O)C(=O)Nc2cccc([N+](=O)[O-])c2C)c1 | -13% | -11% | -3% | 6 | -2% | -5% | -2% | -4% | -23%
5 | CC1CCC(C(C)C)C(OCC(O)CN2CCCC(C)C2)C1 (stereo not drawn) | -3% | 27% | 5% | -3 | -3% | 23%[57.1 µM] | -4%[57.1 µM] | ? | 4%
6 | CCOC(=O)c1cc(-c2ccccc2)sc1NC(=O)C(C)(C)C | 0% | -3% | 0% | 0 | -4% | 3% | 23% | -2% | -10%
7 | CC(C)CC(C(=O)NC(C)(C)C)N(CC1CCCO1)C(=O)c1snc(C(N)=O)c1N (stereo not drawn) | -4% | 6% | -5% | -4 | -2% | 4%[57.1 µM] | 9%[57.1 µM] | 8% | -16%
8 | COc1ccccc1CNC(=O)CCNC(=O)Cn1ccc2ccccc2c1=O | 2% | 1% | 10% | -3 | -4% | 7%[57.1 µM] | 1% | -6% | -7%
9 | COc1ccc([C@H]2N[C@]3(CCCN(Cc4ccc(C)cc4)C3=O)[C@H]3C(=O)N(C)C(=O)[C@@H]23)cc1 | -1% | . | -8% | 3 | -3% | . | . | -6% | -19%
10 | CCOC(=O)c1csc(NC(=O)c2ccc(N3C(=O)CCC3=O)cc2)n1 | -6% | -12% | 8% | -2 | 5% | 1% | -1% | -10% | -10%
11 | COc1ccc(OC)c(NC(=O)CSc2nc3n[nH]c(C)c3c(=N)n2-c2cccc(Cl)c2C)c1 | -2% | 68%[activator] | -12% | -12 | -5% | 21% | 0% | 1% | -4%
12 | Cc1ccc(NC(=O)CSC2=Nc3ccccc3C3=NC(Cc4ccccc4)C(=O)N23)cc1C (stereo not drawn) | -6% | 24% | -1% | -8 | -5% | 5%[57.1 µM] | -3%[57.1 µM] | -10% | -14%
13 | CCOc1ccc(CC(=O)NCCS(=O)(=O)N2CCN(c3ccccc3)CC2)cc1 | 1% | 7% | 10% | -9 | -6% | 16% | 1% | 11% | -1%
14 | Cc1cc(NC(=O)c2cccc(S(=O)(=O)N3CCCCCC3)c2)no1 | 5% | 23% | 4% | -6 | -2% | 28% | 3% | 11% | -5%
15 | O=C(N/N=C/c1cccc2ccccc12)c1cc2ccccc2o1 | ? | -30% | 6% | -5 | ? | 17% | 1% | -8% | 2%
16 | CC(OC(=O)c1cccc(O)c1)C(=O)N(C)Cc1ccccc1 (stereo not drawn) | -7% | 9% | -2% | -4 | 1% | 10% | 0% | -7% | 3%
17 | CC(C)C(=O)Nc1ccc(C(=O)NC2CCSC2=O)cc1 (stereo not drawn) | 1% | -1% | -2% | -3 | -2% | -7%[57.1 µM] | 4%[57.1 µM] | -17% | -5%
18 | CC(C)NC(=S)Nc1ccc2cn[nH]c2c1 | -1% | -3% | 4% | 2 | -1% | ? | 0% | 8% | -19%
19 | N#Cc1ccc(C2=CC(=O)C[C@H](c3ccc(Cl)cc3)C2)cc1 | 0% | 22% | 4% | -3 | 0% | 2% | -9% | 0% | -6%
20 | COc1ccc(OCC(O)CN(C2CCCCC2)C2CCCCC2)cc1 (stereo not drawn) | 0% | 40% | 4% | -7 | -4% | 5%[57.1 µM] | 7%[57.1 µM] | 4% | -1%
21 | COc1ccc(C)cc1NC(=O)C(OC(=O)c1cnccn1)c1ccccc1 (stereo not drawn) | 1% | 9% | 5% | 0 | -3% | -10% | -13% | 8% | -17%
22 | Cc1ccc(N2CC(NC(=O)c3ccc(S(=O)(=O)N4CCCC4)cc3)CC2=O)cc1C (stereo not drawn) | 3% | -24% | 17% | 1 | -2% | 28%[57.1 µM] | 3%[57.1 µM] | 9% | ?
23 | Cc1ccc(-c2cc(C(=O)N3CCN(S(=O)(=O)c4ccc(Br)s4)CC3)[nH]n2)c(C)c1 | 3% | -2% | 0% | -5 | -2% | 7% | -1% | -2% | -2%
24 | CN(c1cccc(NC(=O)Nc2cccc(Cl)c2)c1)S(C)(=O)=O | -1% | -35% | 9% | -1 | -6% | 18%[57.1 µM] | 3%[57.1 µM] | 2% | -12%
25 | O=C(Nc1ccc(Cl)cc1C(F)(F)F)c1ccccc1Cl | -5% | -37% | 7% | -3 | 3% | 8% | 7%[57.1 µM] | 5% | -11%
26 | CC(=O)Nc1ccc(C(=O)OCc2ccccc2Br)cc1 | 0% | -10% | -3% | -5 | 3% | 30% | 2% | -3% | -7%
27 | CCOC(=O)c1cn(Cc2ccccc2)nc1-c1ccccc1 | -3% | 19% | 0% | -2 | -3% | 34% | 5% | 1% | -19%
28 | Cc1cccc(NCc2nnc(-c3ccccc3)o2)c1C | 3% | 10% | 2% | -15 | 5% | 5%[57.1 µM] | 6%[57.1 µM] | 9% | -23%
29 | NS(=O)(=O)c1ccc(NC(=S)NNC(=O)c2ccc(Br)o2)cc1 | 1% | -39% | -15% | -1 | 1% | ? | -6% | 4% | -27%
30 | CCCCn1c(N)c(N(CCOC)C(=O)COC(=O)C(C)Oc2ccc(Cl)cc2)c(=O)[nH]c1=O (stereo not drawn) | -6% | -41% | 9% | -5 | -2% | 10% | 1% | 0% | -8%

Reprinted at random: 3 compounds from above
entry | smiles | Vif-A3G inh | RGS4 inhibitor | IDH1 R132H inh | LDHA block | GRP78 ERSR act | rTrxR1 inhibitor | TrxR1 substrate | Vif-APOBEC3F blk | USP1-UAF1 inh
5 | CC1CCC(C(C)C)C(OCC(O)CN2CCCC(C)C2)C1 (stereo not drawn) | -3% | 27% | 5% | -3 | -3% | 23%[57.1 µM] | -4%[57.1 µM] | ? | 4%
3 | Cc1c(NC(=O)C(C)OC(=O)CCC2CCCC2)c(=O)n(-c2ccccc2)n1C (stereo not drawn) | 8% | 2% | 1% | -6 | -1% | 7% | 1% | -2% | -26%
6 | CCOC(=O)c1cc(-c2ccccc2)sc1NC(=O)C(C)(C)C | 0% | -3% | 0% | 0 | -4% | 3% | 23% | -2% | -10%

Next entries follow.
The line under a structure holds: Vif-A3G inh	RGS4 inhibitor	IDH1 R132H inh	LDHA block	GRP78 ERSR act	rTrxR1 inhibitor	TrxR1 substrate	Vif-APOBEC3F blk	USP1-UAF1 inh
31: Cc1cc(NC(=O)CC2Oc3ccccc3NC2=O)ccc1Br (stereo not drawn)
    0%	-3%	3%	-2	-1%	4%[57.1 µM]	6%[57.1 µM]	0%	-14%
32: COc1ccc(S(=O)(=O)N2CCNC(=O)CC2)cc1
    3%	-4%	-2%	-1	-3%	39%[activator]	7%	-1%	-10%
33: COc1ccc(CNC(=O)C(c2ccco2)N(C(=O)c2snc(C(N)=O)c2N)c2cccc(OC)c2)cc1 (stereo not drawn)
    -2%	34%	4%	-1	-7%	-3%	15%	-2%	-20%
34: COc1cc2nc(=S)n(CCCN3CCOCC3)c(N)c2cc1OC
    -1%	-9%	9%	-1	-2%	14%[57.1 µM]	8%	-12%	-5%
35: COc1ccc(NC(=O)CSc2nc3ncccc3[nH]2)cc1OC
    0%	-16%	1%	0	4%	-2%	0%	0%	-11%
36: O=C(Nc1cccs1)Nc1cc(C(F)(F)F)ccc1Cl
    .	-24%	.	-1	.	16%	-1%	.	-26%
37: CN(C)c1ccc(C=NN2C(=O)CSC2=S)c(Cl)c1
    -3%	.	11%	2	0%	.	.	-9%	-12%
38: CCCNc1nc(OC(C(F)(F)F)C(F)(F)F)nc(OC(C(F)(F)F)C(F)(F)F)n1
    1%	31%	0%	-1	-4%	15%	-8%[57.1 µM]	3%	-17%
39: Cc1ccc2cc(CCNC(=O)c3ccco3)c(=O)[nH]c2c1
    0%	0%	2%	0	4%	-10%	5%	-5%	-8%

Compound activity (PubChem)
